# RPL19A TOR yeast = yeast TOR pathway RPL19A-GFP modulation; S. cerevisiae RPL19A-GFP strain, flow cytometry, 3 h; active compounds read low; percent response vs DMSO, % at 10 µM; actives 0.3% (n = 330,000);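 active = percent response vs DMSO below 50%; inconclusive = fewer than 70 events counted for the yeast strain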;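 also: median channel GFP fluorescence of the barcoded RPL19A-GFP strain; ratio of sample median GFP to plate DMSO average so 100% = DMSO; lower means less RPL19A-GFP as with rapamycin TOR inhibition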
# proCasp3 act = activators of human procaspase-3; P42574; recombinant procaspase-3 D3A, Ac-DEVD-pNA absorbance 405 nm; activation, % at 8.5 µM; actives 0.11% (n = 330,000);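 active = activation above the mean of all tested compounds plus 3 SD, cut at about 21% in these data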;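 also: 0% = DMSO alone and 100% = DMSO wells spiked with extra 5 µM PC-3 D3A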
# Target sequence (P42574 whole entry D9A/D28A/D175A): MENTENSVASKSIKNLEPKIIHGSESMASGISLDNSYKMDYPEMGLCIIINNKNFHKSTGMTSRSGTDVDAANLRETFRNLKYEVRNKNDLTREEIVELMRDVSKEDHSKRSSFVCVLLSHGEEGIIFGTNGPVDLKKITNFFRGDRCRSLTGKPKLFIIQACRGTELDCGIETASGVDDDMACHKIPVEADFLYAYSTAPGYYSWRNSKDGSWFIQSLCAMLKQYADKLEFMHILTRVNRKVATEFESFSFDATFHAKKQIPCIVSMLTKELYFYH
#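 System: Procaspase-3 D3A mutant. Medium: Zinc-free 300 mM NaCl, 50 mM HEPES, 0.01% Triton X-100. Schedule: 1 h preincubation plus 2 h reaction at 25 °C. Measured by: 405 nm absorbance of p-nitroaniline, reads at 0 and 120 min. Read-out: percent activation relative to control range.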
# CR mimetic SO = lowers age-related superoxide in aged yeast cells; S. cerevisiae aged cells, superoxide DHE fluorescence; active compounds read low; superoxide response (% of plate mean), % at 10 µM; actives 0.18% (n = 330,000); AID 2690;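 active = superoxide response under a set limit, about three screen SD below normal, cut at about 65% in these data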;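 also: yeast aged for seven days with compound at 30 °C before DHE staining; 100% = average MFI of all compound-treated wells on the plate with controls excluded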
# AHR activator = human AHR activation; P35869; AHR-responsive luciferase reporter cells, luminescence; activation, % at 5 µM; actives 2.5% (n = 320,000); in the data active = activation above about 47%;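 also: 0% = vehicle wells and 100% = reference agonist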
# GASC-1 inh = blocks human GASC-1 demethylase activity | GST-JMJD2C(1-420) H3K9me3 demethylation, DELFIA europium | inhibition, % at 2.35 µM | actives 0.069% (n = 330,000) | AID 2099;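 active = more than half of a compound's replicate wells show inhibition beyond 50%, single wells judged on their own value; inconclusive = some, but no more than half, of replicates pass 50% inhibition; inactive = no replicate passes 50% inhibition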;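 also: signal counts dimethyl H3K9 product captured on neutravidin plate; 0% = median of DMSO wells and 100% = 0.3 times that DMSO median; strong numbers were not always called active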
# Target sequence (Q9H3R0 1-420 limits assumed): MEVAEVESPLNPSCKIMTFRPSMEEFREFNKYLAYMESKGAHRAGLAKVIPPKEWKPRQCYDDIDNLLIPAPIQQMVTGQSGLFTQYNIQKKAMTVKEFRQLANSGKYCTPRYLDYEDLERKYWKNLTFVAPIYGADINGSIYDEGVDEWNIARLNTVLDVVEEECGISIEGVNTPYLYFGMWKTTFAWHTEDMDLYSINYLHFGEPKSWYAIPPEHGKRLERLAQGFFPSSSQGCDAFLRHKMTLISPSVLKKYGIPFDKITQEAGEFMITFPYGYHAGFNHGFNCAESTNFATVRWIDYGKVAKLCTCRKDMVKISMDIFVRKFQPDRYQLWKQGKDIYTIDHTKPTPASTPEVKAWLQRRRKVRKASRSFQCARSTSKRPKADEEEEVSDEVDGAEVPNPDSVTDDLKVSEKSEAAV
# LAP4 TOR yeast = alters LAP4-GFP fluorescence in TOR pathway yeast screen; S. cerevisiae LAP4-GFP multiplex, flow cytometry GFP, 3 h; median GFP as percent of DMSO wells; GFP response vs DMSO, % at 10 µM; actives 0.34% (n = 320,000); AID 2023;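 active = GFP response vs DMSO above a set limit, about the screen mean plus 3 SD, cut at about 150% in these data; inconclusive = under 70 cell events counted for the yeast strain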
# proCasp7 act = activates human procaspase-7, counter-screen for procaspase-3 activators | P55210 | recombinant procaspase-7, Ac-DEVD-pNA absorbance 405 nm; D23A/D198A/D206A triple mutant, cannot self-cleave; scale: DMSO 0, 5 µM enzyme 100 | activation, % at 8.5 µM | actives 0.093% (n = 330,000);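 active = percent activation above the screen-wide mean plus 3 SD, cut at about 25% in these data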
# Target sequence (P55210 whole entry D23A/D198A/D206A): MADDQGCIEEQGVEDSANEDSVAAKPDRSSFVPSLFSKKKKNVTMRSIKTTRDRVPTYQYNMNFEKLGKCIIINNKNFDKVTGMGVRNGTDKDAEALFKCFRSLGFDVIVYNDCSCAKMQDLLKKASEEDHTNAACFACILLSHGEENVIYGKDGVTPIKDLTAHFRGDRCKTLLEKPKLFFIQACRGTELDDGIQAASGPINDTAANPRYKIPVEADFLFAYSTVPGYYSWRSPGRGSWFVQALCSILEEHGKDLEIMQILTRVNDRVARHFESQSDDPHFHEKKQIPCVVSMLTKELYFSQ
#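 Assay system: Uncleavable procaspase-7 mutant enzyme | Input: 2 µM procaspase-7 mutant as dispensed | Timing: 1 h compound preincubation, 2 h substrate cleavage, 25 °C | Repeats: One well per compound | Control set: DMSO wells as 0%, DMSO with 5 µM added PC-7 as 100% | Technique: Epi-absorbance of released pNA at 405 nm, two timepoints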
# MEP2 TOR yeast = modulators of TOR pathway MEP2-GFP in S. cerevisiae; AID 2016; S. cerevisiae MEP2-GFP strain, flow cytometry GFP, 3 h; 100% = DMSO control level; GFP response vs DMSO, % at 10 µM; actives 0.51% (n = 330,000);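 active = GFP response versus DMSO above a set limit, roughly screen mean plus 3 SD, cut at about 180% in these data; inconclusive = fewer than 70 cells counted for a yeast strain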;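 also: median GFP fluorescence of the barcode-gated MEP2-GFP cells per well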
# Active calls of the source: *; ? = inconclusive; . = not tested or not shown; & = joins results of further samples.
SMILES,RPL19A TOR yeast,proCasp3 act,CR mimetic SO,AHR activator,GASC-1 inh,LAP4 TOR yeast,proCasp7 act,MEP2 TOR yeast
O=C(Nc1ccccc1C(=O)Nc1ccc(Cl)cc1)c1cccnc1,99,4,107,86*,-4,113,4,109
Cc1ccc(NC(=O)c2nc[nH]c2C(=O)NCCN(CCNC(=O)c2[nH]cnc2C(=O)Nc2ccc(C)cc2)CCNC(=O)c2[nH]cnc2C(=O)Nc2ccc(C)cc2)cc1,109,7,75,-2,-7,86,6,99
CCn1c(CCn2c3ccccc3c3ccccc32)n[nH]c1=S,99,-10,105,11,1,88,-9,100
N#CCc1ccc(NC(=O)Cn2c(=O)oc3ccccc32)cc1,110,8,99,1,-1,94,0,110
CC[C@@]1(C(=O)OC)N[C@H](CN(C)C(=O)C2CCCCC2)[C@@H]2C(=O)N(Cc3ccccc3)C(=O)[C@@H]21,95,4,96,-1,.,95,5,95
CCc1cccc(OCC2Cn3c(nc4c3c(=O)n(C)c(=O)n4C)O2)c1 (centres undefined),104,-5,105,5,-17,100,-6,106
O=C(CSc1ccccc1F)NCC1(N2CCCCC2)CCCCC1,99,3,90,0,.,103,9,101
COc1ccc(S(=O)(=O)N2CCCCCC2)cc1NC(=O)CN(C)Cc1ccc2c(c1)OCO2,96,-3,110,-1,1,98,-3,98
O=C(c1ccco1)N1CCN(c2ccc(N3CCCCC3)nn2)CC1,96,8,88,2,9,109,4,99
O=c1cnn([C@@H]2O[C@H](CO)[C@@H](O)[C@H]2O)c(=O)[nH]1,82,8,112,3,7,123,-10,87
CC(=O)NN1C(=O)c2ccc(Oc3cccc([N+](=O)[O-])c3)cc2C1=O,103,-3,99,1,9,99,1,104
N#C/C(=C\Nc1ccc(Cl)cn1)S(=O)(=O)c1ccccc1,92,0,90,2,1,98,1,98
CCC(=O)c1c(NCCc2ccccc2)cc(C)oc1=O,112,4,96,11,8,102,3,108
Cn1c(SCC(=O)NCc2ccc3c(c2)OCO3)nc2c(c1=O)SCC2,109,9,103,33,5,75,-5,114
COCCn1c(=O)[nH]c2cc(C(=O)NCc3cccnc3)ccc2c1=O,99,-1,103,7,14,98,-7,96
CC(C(=O)N1CCc2ccccc21)N1CCN(S(=O)(=O)c2ccc(C(F)(F)F)cc2)CC1 (centres undefined),94,1,107,4,-2,94,1,94
N#CC(C#N)=C(N)Nc1cccc(Cl)c1,94,10,94,2,-9,104,10,96
O=C(Nc1ccc(Nc2ccccc2)cc1)c1ccc(Br)o1,94,-6,116,-3,3,104,3,84
Cc1ccc(C(=O)OCC(=O)Nc2ccccc2C(F)(F)F)cc1S(=O)(=O)N1CCOCC1,97,7,85,-1,55,99,-1,100
O=C(Nc1ccccc1C(=O)O)c1cc(S(=O)(=O)N2CCOCC2)cs1,102,-1,98,-2,6,96,-4,104
CCCC(O)(CCN(C)C)c1ccc(OC)cc1 (centres undefined),75,-2,119,-4,1,?,1,82
O=C(NCCCCc1ccccc1)c1ccccc1Cl,99,0,116,3,-3,122,6,99
O=C(Cc1cccs1)N/N=C/C=C/c1ccccc1[N+](=O)[O-],99,2,115,6,-17,106,-1,103
CSC(=NC#N)N1CCN(C(=NC#N)SC)CC1,107,0,106,0,-7,103,6,102
Cc1cccc2nc(CSc3ncccc3C(=O)O)cn12,99,4,97,4,7,99,0,98
CCCCN(CC)Cc1ccc(CNC(=O)Nc2ccc(Cl)cc2)o1,103,4,101,-5,1,95,11,112
COc1ccc(/C=N/NC(=O)c2ccccc2)cc1OS(=O)(=O)c1ccccc1,106,11,97,6,4,98,5,109
O=C(Cc1nc(-c2cnccn2)no1)NNC(=O)Nc1ccccc1,103,-16,107,1,-7,104,-13,106
Cc1ccc(CSCC(=O)N(C)CC(=O)Nc2ccc(Cl)c(Cl)c2)cc1,97,0,111,4,0,122,3,97
O=C(O)CCC(=O)N1N=C(c2ccco2)CC1c1ccco1 (centres undefined),109,-5,91,0,1,89,-6,106
CO/N=C/CC(=O)c1cnc(-c2ccccc2)s1,97,-7,111,6,-6,120,-4,97
CN(C)c1cc(-c2ccc(C#N)cc2)oc(=O)c1Cl,105,-17,101,-5,0,96,-10,103
Cn1cnnc1SCC(=O)NCCC1=CCCCC1,99,5,112,0,-1,96,7,98
O=C(CN(C(=O)c1ccccc1Cl)C1CCCCC1)Nc1ccc(Cl)c([N+](=O)[O-])c1,91,-2,95,-1,39,94,0,94
O=[N+]([O-])c1ccccc1S(=O)(=O)Nc1ccc(S(=O)(=O)N2CCOCC2)cc1,98,3,104,-1,-6,108,-2,110
O=C(NCCCO)c1cc2c([nH]c3ccccc32)c(-c2ccccc2)n1,103,.,100,.,-2,98,.,110
Cc1cnc(C(=O)OCC(=O)Nc2ccccc2[N+](=O)[O-])cn1,97,-8,123,20,1,99,8,108
O=C(CC1N=C2c3ccccc3N=C(SCc3ccccc3Cl)N2C1=O)NCc1ccco1 (centres undefined),99,5,78,0,182&-4,98,2,98
O=C(Nc1ccc(N2CCN(C(=O)c3ccco3)CC2)cc1)c1ccco1,103,-2,87,-1,6,104,5,114
COc1ccccc1CNC(=O)CCN1C(=O)COc2ccccc21,97,-9,115,1,-1,98,4,101
O=C(Cn1nnc(-c2ccccc2)n1)Nc1ccc2c(c1)OCO2,100,1,93,7,2,93,9,100
OCCC1CN(Cc2ccc(Oc3ncccn3)cc2)CCN1Cc1ccc(F)c(F)c1 (centres undefined),89,2,88,3,4,89,1,88
C(=N\Nc1nc(-c2ccccc2)cs1)/c1cccnc1,93,-16,85,44,-3,142,-17,100
CC(C)CCn1nnnc1C(c1ccc(F)cc1)N1CCN(C(=O)c2ccco2)CC1 (centres undefined),101,1,105,-1,4,86,3,103
COCCNc1ccc(S(=O)(=O)N2CCCC2)cn1,97,-4,98,2,-4,105,3,104
O=Cc1ccccc1OCc1nnsc1Cl,91,0,92,7,16,104,13,101
COc1cccc(/C=N/NC(=O)C(c2ccncc2)N2CCOCC2)c1 (centres undefined),93,-5,102,2,-6,103,1,88
O=C(c1cc2ccccc2o1)N1CCN(Cc2ccccc2)CC1,99,-9,91,-2,17,100,7,104
COc1cc(NC(=O)C(Cc2ccccc2)n2cccc2)cc(OC)c1 (centres undefined),100,4,97,10,3,107,-2,106
C=CCOc1c(Br)cc(/C=N/NC(N)=O)cc1OC,105,13,102,89*,8,80,6,98
Cn1c2ccccc2c(=O)c2ccc(C#Cc3ccccn3)cc21,100,8,90,4,6,99,27*,106
CCCCN(C(=O)c1ccc(N(C)S(=O)(=O)c2ccc(C)cc2)cc1)c1c(N)n(CCCC)c(=O)[nH]c1=O,83,6,108,2,0,77,7,84
COc1ccc(C(=O)COC(=O)CCN2C(=O)C3C4C=CC(C5CC45)C3C2=O)cc1 (centres undefined),96,5,75,0,17,84,-4,100
COc1ccc(N=Cc2c(O)ccc3ccccc23)cc1,96,-4,93,1,1,97,-1,100
Cc1cc(Nc2ccc3c(c2)OCCO3)c2cc(Cl)ccc2n1,107,0,98,41,12,104,3,108
CCOc1ccc(-n2c(SCC(=O)Nc3nccs3)nnc2-c2ccoc2C)cc1,101,10,80,11,-1,102,-1,99
O=C(COc1ccccc1F)NNC(=O)c1cc(Br)ccc1Cl,98,2,99,5,-12,106,-3,106
COc1cccc2cc(C(=O)Nc3ccccc3C(=O)N3CCOCC3)oc12,110,0,103,26,42,104,6,108
COc1ccc(C(=O)NCC(=O)N=Nc2c(O)n(C)c3ccccc23)cc1OC,100,2,103,-1,-2,104,0,102
CCn1c(COc2ccc(=O)n(-c3ccccc3)n2)nnc1SCc1ccccc1,102,13,98,-1,-1,99,5,104
# (cont.)
SMILES,RPL19A TOR yeast,proCasp3 act,CR mimetic SO,AHR activator,GASC-1 inh,LAP4 TOR yeast,proCasp7 act,MEP2 TOR yeast
COC(=O)C1CCN(C(=O)COC(=O)c2ccc(OC)c(S(=O)(=O)N3CCCc4ccccc43)c2)CC1,101,-10,102,1,-6,95,-4,92
O=C(O)CC1S/C(=N\N=C/c2ccccc2O)N(c2ccc(O)cc2)C1=O (centres undefined),97,-4,94,0,-7,96,9,95
Cc1ccc(C)c(OCC(=O)OCC(=O)Nc2c(C)nn(-c3ccccc3)c2C)c1,100,0,88,-2,1,104,0,102
CC(C)Oc1ccc(CNC(=O)Cn2c(=O)c3cccn3c3cccnc32)cc1,98,-1,98,10,20,96,1,110

# 17 of the compounds above, with two lines to a compound:
# Each structure is followed by: RPL19A TOR yeast, proCasp3 act, CR mimetic SO, AHR activator, GASC-1 inh, LAP4 TOR yeast, proCasp7 act, MEP2 TOR yeast
O=C(c1cc2ccccc2o1)N1CCN(Cc2ccccc2)CC1
    99, -9, 91, -2, 17, 100, 7, 104
COc1cc(NC(=O)C(Cc2ccccc2)n2cccc2)cc(OC)c1 (centres undefined)
    100, 4, 97, 10, 3, 107, -2, 106
C=CCOc1c(Br)cc(/C=N/NC(N)=O)cc1OC
    105, 13, 102, 89*, 8, 80, 6, 98
Cn1c2ccccc2c(=O)c2ccc(C#Cc3ccccn3)cc21
    100, 8, 90, 4, 6, 99, 27*, 106
CCCCN(C(=O)c1ccc(N(C)S(=O)(=O)c2ccc(C)cc2)cc1)c1c(N)n(CCCC)c(=O)[nH]c1=O
    83, 6, 108, 2, 0, 77, 7, 84
COc1ccc(C(=O)COC(=O)CCN2C(=O)C3C4C=CC(C5CC45)C3C2=O)cc1 (centres undefined)
    96, 5, 75, 0, 17, 84, -4, 100
COc1ccc(N=Cc2c(O)ccc3ccccc23)cc1
    96, -4, 93, 1, 1, 97, -1, 100
Cc1cc(Nc2ccc3c(c2)OCCO3)c2cc(Cl)ccc2n1
    107, 0, 98, 41, 12, 104, 3, 108
CCOc1ccc(-n2c(SCC(=O)Nc3nccs3)nnc2-c2ccoc2C)cc1
    101, 10, 80, 11, -1, 102, -1, 99
O=C(COc1ccccc1F)NNC(=O)c1cc(Br)ccc1Cl
    98, 2, 99, 5, -12, 106, -3, 106
COc1cccc2cc(C(=O)Nc3ccccc3C(=O)N3CCOCC3)oc12
    110, 0, 103, 26, 42, 104, 6, 108
COc1ccc(C(=O)NCC(=O)N=Nc2c(O)n(C)c3ccccc23)cc1OC
    100, 2, 103, -1, -2, 104, 0, 102
CCn1c(COc2ccc(=O)n(-c3ccccc3)n2)nnc1SCc1ccccc1
    102, 13, 98, -1, -1, 99, 5, 104
COC(=O)C1CCN(C(=O)COC(=O)c2ccc(OC)c(S(=O)(=O)N3CCCc4ccccc43)c2)CC1
    101, -10, 102, 1, -6, 95, -4, 92
O=C(O)CC1S/C(=N\N=C/c2ccccc2O)N(c2ccc(O)cc2)C1=O (centres undefined)
    97, -4, 94, 0, -7, 96, 9, 95
Cc1ccc(C)c(OCC(=O)OCC(=O)Nc2c(C)nn(-c3ccccc3)c2C)c1
    100, 0, 88, -2, 1, 104, 0, 102
CC(C)Oc1ccc(CNC(=O)Cn2c(=O)c3cccn3c3cccnc32)cc1
    98, -1, 98, 10, 20, 96, 1, 110

# High-throughput results: PubChem, several laboratories

# This is a random part of the collection; overall some 3.8% were active at least once.
